Assay outcomes (PubChem)
FID counter – counter-screen for HCV NS3 helicase inhibitors: DNA intercalator displacement; inhibition, % at 7.9 µM; 290,000 compounds, 0.17% hits; DNA fluorescent intercalator displacement, fluorescence; AID 1845; in the data active = inhibition above about 37%;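 also: 0% = vehicle and 100% = reference compound; higher means more ethidium bromide displaced from hairpin DNA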
VIM-2 inhibitor – blocks Pseudomonas aeruginosa VIM-2 metallo-beta-lactamase. purified VIM-2, nitrocefin hydrolysis, epi-absorbance fluorescence. inhibition, % at 5.6 µM. 290,000 compounds, 0.89% hits;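 active = inhibition above the mean of all tested compounds plus 3 SD, cutoff set per screening run, cut at about 7.5% in these data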;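 also: red hydrolysis product quenches plate fluorescence so inhibitors raise well fluorescence; 0% = enzyme with DMSO and 100% = DMSO without enzyme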
IMP-1 inhibitor – inhibitors of Pseudomonas aeruginosa IMP-1 metallo-beta-lactamase | purified IMP-1, nitrocefin hydrolysis, epi-absorbance fluorescence | 290,000 compounds, 0.45% hits | inhibition, % at 5.6 µM;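 active = inhibition above the mean plus 3 SD of all compounds in the same screening run, cut at about 4.5% in these data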;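 also: 0% = IMP-1 with DMSO and 100% = DMSO wells lacking enzyme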
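System: Purified recombinant IMP-1 metallo-beta-lactamase enzyme | Measured by: Fluorescence quenching readout, ex 480/em 530 nm | Replication: Singlicate | Incubation: 15 min preincubation plus 25 min reaction at 25 °C | Evaluation: Percent inhibition from optical density relative to buffer-blank wells | Benchmarks: DMSO with and without IMP-1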
IDE cell activ – boosts human insulin-degrading enzyme activity in HEK cells; FAbeta-B cleavage, fluorescence polarization; 0% vehicle, 100% cell-free pure enzyme wells; activation, % at 5.96 µM; 340,000 compounds, 0.073% hits; AID 493087;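 active = activation above the mean of all tested compounds plus 3 SD, set per screening campaign, cut at about 17% in these data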
p-CIP stab down – p/CIP protein destabilization; Q05BA5; F442A p/CIP-EGFP cells, EGFP fluorescence, 16 h; decrease of EGFP signal, % at 10 µM; 290,000 compounds, 0.01% hits; AID 1984;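 active = EGFP signal decrease of at least 30% at 10 µM or well 3 SD below plate mean, unless failing retest; inactive = the rest, including hits failing retest or dose response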; also: some compounds called inactive have numbers as strong as hits; many of its hits are not listed in these tables
PHOSPHO1 inh – blocks human PHOSPHO1 phosphatase activity. Q8TCT1. recombinant PHOSPHO1, absorbance phosphatase assay. inhibition, % at 13.3 µM. 290,000 compounds, 1.1% hits; in the data active = inhibition above about 60%
Target sequence (Q8TCT1 whole entry, looked up): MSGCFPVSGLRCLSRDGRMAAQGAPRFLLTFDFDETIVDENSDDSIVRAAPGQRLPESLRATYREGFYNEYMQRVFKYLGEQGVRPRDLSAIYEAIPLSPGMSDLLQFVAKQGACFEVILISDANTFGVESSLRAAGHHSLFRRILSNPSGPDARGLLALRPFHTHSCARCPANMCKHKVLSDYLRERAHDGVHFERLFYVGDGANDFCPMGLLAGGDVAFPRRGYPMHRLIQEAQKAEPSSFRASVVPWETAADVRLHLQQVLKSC
UBC9 SUMO inh – inhibitors of human SUMOylation (UBC9); inhibition, % at 35 µM; P63279; HTRF SUMOylation assay, SAE1/SAE2 + UBC9, in vitro; 290,000 compounds, 0.36% hits; in the data active = inhibition above about 50%, passing the limit was not always enough; also: strong numbers were not always called active
Target sequence (P63279 whole entry, looked up): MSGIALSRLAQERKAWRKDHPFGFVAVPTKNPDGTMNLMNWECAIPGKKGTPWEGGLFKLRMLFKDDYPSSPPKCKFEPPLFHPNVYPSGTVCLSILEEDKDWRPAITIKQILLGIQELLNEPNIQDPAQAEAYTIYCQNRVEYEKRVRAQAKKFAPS
MEKK3 PB1 HTS – raises or lowers MEK5 binding to the human MEKK3 PB1 domain | Q99759 | bead-based flow cytometry, Alexa488-MEK5 binding to MEKK3; actives lie on both sides; 0 = blocked by unlabeled MEK5, 100 = vehicle | binding response (% of control), % at 10 µM | 290,000 compounds, 1.4% hits | AID 1529;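 active = binding response more than 3 SD above or below the average of its plate-row segment, actives on both sides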;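 also: Alexa488 bead fluorescence after subtracting the streptavidin-only scavenger bead signal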
Target sequence (Q99759 whole entry, looked up, the tested form may be a part): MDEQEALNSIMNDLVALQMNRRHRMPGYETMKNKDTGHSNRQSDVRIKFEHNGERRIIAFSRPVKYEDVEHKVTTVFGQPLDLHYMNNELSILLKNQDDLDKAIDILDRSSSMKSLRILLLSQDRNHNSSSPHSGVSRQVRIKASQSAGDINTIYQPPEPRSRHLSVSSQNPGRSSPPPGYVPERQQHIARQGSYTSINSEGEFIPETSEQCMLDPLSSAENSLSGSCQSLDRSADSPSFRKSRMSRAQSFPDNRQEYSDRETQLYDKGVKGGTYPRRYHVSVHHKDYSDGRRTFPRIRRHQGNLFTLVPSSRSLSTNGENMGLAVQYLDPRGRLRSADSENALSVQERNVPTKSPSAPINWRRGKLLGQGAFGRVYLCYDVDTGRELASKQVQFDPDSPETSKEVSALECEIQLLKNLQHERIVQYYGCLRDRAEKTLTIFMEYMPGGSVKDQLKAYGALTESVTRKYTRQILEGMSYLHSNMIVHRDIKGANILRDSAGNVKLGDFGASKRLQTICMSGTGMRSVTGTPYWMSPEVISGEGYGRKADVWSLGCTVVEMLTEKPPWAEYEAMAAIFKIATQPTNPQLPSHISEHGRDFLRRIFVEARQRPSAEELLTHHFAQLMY
NS3 helicase inh – HCV NS3 helicase inhibition; NS3 helicase DNA unwinding, Cy5 molecular beacon fluorescence; 290,000 compounds, 0.56% hits; inhibition, % at 10.9 µM; AID 1800;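 active = inhibition above the mean of all tested compounds plus 3 SD, set per campaign, cut at about 35% in these data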;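 also: 0% = DMSO wells and 100% = thioflavine S control wells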
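Compound dosing – single dose, 10.9 µM nominal final, DMSO 0.8% final · System – NS3 helicase fragment of HCV · Buffer or medium – MOPS pH 6.5, MgCl2, DTT, Tween20, BSA · Signal – Cy5 beacon fluorescence read at start and 1 h · Also added – annealed dual-labelled DNA beacon duplex, ATP-started · Schedule – 1 h at 25 °C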
* = called active by the depositor; / = not tested or not shown; [ ] = dose if it differs, or a comment. An excerpt (hit frequency here may not be typical).

SMILES	FID counter	VIM-2 inhibitor	IMP-1 inhibitor	IDE cell activ	p-CIP stab down	PHOSPHO1 inh	UBC9 SUMO inh	MEKK3 PB1 HTS	NS3 helicase inh
COc1ccc(CCNC(=O)CCc2ccc(S(=O)(=O)NC(C)C)cc2)cc1OC	-27	-1.6	-1.9	-2	-15	16	-6	95	-4
c1cncc(CSc2nnc3ccc(-c4ccncc4)nn23)c1	-2	-1.4	-1.6	2	1	49	21	127	-2
O=C(O)c1nn(CC(=O)N2CCC(Cc3ccccc3)CC2)c(=O)c2ccccc12	-34	1.9	-2.4	-4	-1	23	18	99	-11
C#CCn1c(=O)cc(C)c2ccccc21	-2	-1.6	-1.9	5	-14	33	21	103	-1
Cc1ccc(NC(=O)N2CCCC2)cc1Cl	-2	-0.8	-0.4	8	-3	4	-11	94	-3
CCS(=O)(=O)N1CCN(S(=O)(=O)c2ccc(F)cc2)CC1	1	-3.4	-0.6	2	7	-14	8	99	6
CC1(C)Cn2c(nnc2-c2cccc(O)c2)S1	-4	-3.0	-2.8	-1	2	-16	-6	99	-6
CCC(C)NC(=O)Cn1c(=O)n(-c2ccc(OC)cc2)c(=O)c2ccc(C(=O)NCc3ccc(C)cc3)cc21 (configuration not stated)	3	-1.8	-0.1	2	1	5	2	94	-5
CCCNC(=O)Cn1c(=O)cnc2ccccc21	3	-2.1	-0.3	2	-3	3	14	96	-14
COc1ccccc1N1CCN(C(=O)c2cc3c(=O)n4cccc(C)c4nc3s2)CC1	-22	10*	0.0	2	-8	-4	16	99	6
COc1ccc(-c2ccc(OC)cc2C(=O)O)cc1	5	1.3	-1.7	6	-16	7	20	104	13
Cn1ncc(N=Cc2ccccc2O)c1C(=O)N1CCOCC1	-3	-1.6	-1.2	-2	2	11	19	/	2
Cc1ccccc1C(=O)NC(=S)Nc1ccc(Cc2ccncc2)cc1	-4	-2.3	-1.2	1	-7	-15	-14	89	-11
O=C(O)c1ccc(-c2ccc(-c3ccccc3)cc2)s1	-14	-0.9	-2.0	2	-17	15	11	100	-3
CCNc1nc(N2CCOCC2)nc(N(c2ccccc2)c2ccccc2)n1	-1	-2.5	-0.5	-2	7	3	3	103	-2
CC(C)(C)C(=O)Nc1ccc(S(=O)(=O)Nc2ccccn2)cc1	-4	1.8	-2.9	-2	-11	50	4	99	-2
CCS(=O)(=O)N1Cc2ccccc2CC1C(=O)Nc1cccc(C)c1 (configuration not stated)	-7	-2.4	-3.1	9	-25	11	-7	/	6
CC(=O)Nc1c(C(=O)N2CCCCCC2)cnn1-c1ccccc1Cl	-2	-2.3	-2.2	-3	11	-13	-12	105	4
CC(C)(C)NC(=O)NC(=O)COC(=O)C1=COCCO1	3	-0.8	-6.8	3	0	16	-2	104	5
O=C(Nc1ccccc1)c1ccccc1OCC(O)CN1C(=O)c2ccccc2S1(=O)=O (configuration not stated)	-14	-1.8	-0.6	-2	3	9	-5	101	-3
Cc1cccc(OCC(=O)NCc2ccccc2)c1	-11	-3.9	-5.2	5	-5	9	0	102	3
Cn1nccc1NC(=O)Nc1cccc(Br)c1	-2	-3.0	0.2	-1	3	/	65*	102	-3
CS(=O)(=O)Nc1cccc(S(=O)(=O)N2CCN(C(=O)c3ccccc3)CC2)c1	-11	-2.5	-3.0	1	-7	33	-3	99	4
CS(=O)(=O)Nc1ccccc1C(=O)Nc1ccccc1Cl	2	-0.6	-1.9	3	-1	-23	-27	106	2
FC(F)Oc1ccc(N=C2SCC3CCCCN23)cc1 (configuration not stated)	-8	-0.4	-1.0	0	-18	19	10	102	-3
Cc1cc([N+](=O)[O-])ccc1NC(=O)CCC(=O)N1CCCC1	1	-5.2	-4.4	0	-4	11	3	103	1
COc1ccc(OC)c(NC(=O)CSc2nnc(CNc3ccc(F)cc3)o2)c1	-14	-3.8	-0.6	3	-4	11	11	99	-8
O=C(NCCC(=O)N1CCC2(CC1)NCCc1[nH]cnc12)c1ccc(Br)cc1	10	-2.0	-3.2	1	3	54	10	101	-2
CCOC(=O)CNC(=O)CSc1nnc(Cn2c(=O)sc3ccccc32)n1C	1	-1.9	-2.3	6	-9	-10	6	91	9
O=C(NCc1ccc(Cl)cc1)c1cccc(NC2=NC3CS(=O)(=O)CC3S2)c1 (configuration not stated)	-5	-4.0	-3.2	-3	10	18	2	98	3
CCc1ccc(S(=O)(=O)N/N=C\c2ccc3c(c2)OCO3)cc1	-18	0.3	-0.1	7	-2	4	-4	106	-12
N#Cc1nc(COc2ccc(F)cc2)oc1N1CCN(Cc2ccccc2)CC1	-26	-0.9	-2.0	1	-2	-10	-14	/	-9
O=c1c2cnn(-c3ccccc3)c2ncn1Cc1ccccc1	-10	-1.0	-0.9	4	-40	-10	-3	114	5
Cc1ccc(Cn2ccc(NC(=O)c3cc(-c4cccc(Cl)c4)on3)n2)cc1	-1	-3.2	-3.6	-1	-11	21	6	104	-5
CCCCCCOc1ccc(N2C(=O)CC(N3CCC(C(=O)OCC)CC3)C2=O)cc1 (configuration not stated)	-10	-1.4	-3.0	3	0	14	18	105	-1
CCc1nnc(NC(=O)CSc2nnc(Cc3ccccc3)n2Cc2ccccc2)s1	-12	-0.5	-3.0	-1	-6	31	18	97	-4
COc1cc2nc(NC(=O)c3ccccc3)sc(=O)c2cc1OC	-7	-2.4	-3.5	-4	-3	-3	4	99	-8
COc1ccc(-n2c(SCC(=O)Nc3ccc4c(c3)OCO4)nc3ccccc3c2=O)cc1	-14	-3.9	-4.6	1	-6	23	11	97	3
CC(=O)c1cccc(NC(=O)CCc2nnc3ccc(NCc4ccco4)nn23)c1	-39	-5.3	-1.5	6	6	12	1	100	3
FC(F)(F)c1ccc(-c2nnc(-c3cccnc3)o2)cc1	-12	0.2	-1.5	3	-1	32	8	100	12

In the list so far, these contain an aryl thioether with sulfur outside any ring:
SMILES	FID counter	VIM-2 inhibitor	IMP-1 inhibitor	IDE cell activ	p-CIP stab down	PHOSPHO1 inh	UBC9 SUMO inh	MEKK3 PB1 HTS	NS3 helicase inh
c1cncc(CSc2nnc3ccc(-c4ccncc4)nn23)c1	-2	-1.4	-1.6	2	1	49	21	127	-2
COc1ccc(OC)c(NC(=O)CSc2nnc(CNc3ccc(F)cc3)o2)c1	-14	-3.8	-0.6	3	-4	11	11	99	-8
CCOC(=O)CNC(=O)CSc1nnc(Cn2c(=O)sc3ccccc32)n1C	1	-1.9	-2.3	6	-9	-10	6	91	9
CCc1nnc(NC(=O)CSc2nnc(Cc3ccccc3)n2Cc2ccccc2)s1	-12	-0.5	-3.0	-1	-6	31	18	97	-4
COc1ccc(-n2c(SCC(=O)Nc3ccc4c(c3)OCO4)nc3ccccc3c2=O)cc1	-14	-3.9	-4.6	1	-6	23	11	97	3

More compounds
SMILES	FID counter	VIM-2 inhibitor	IMP-1 inhibitor	IDE cell activ	p-CIP stab down	PHOSPHO1 inh	UBC9 SUMO inh	MEKK3 PB1 HTS	NS3 helicase inh
O=C(NCc1cccnc1)c1cccn1-c1ncc(C(F)(F)F)cc1Cl	-5	-3.0	-2.2	-6	2	33	6	102	-1
O=C(CN1C(=O)C2C3C=CC(C3)C2C1=O)N1CC(=O)N(CCc2ccccc2)C(=O)C1 (configuration not stated)	-5	1.2	0.2	2	-9	39	2	102	-4
O=C(O)C1C2C=CC(C2)C1C(=O)NCCc1ccncc1 (configuration not stated)	3	-0.9	-2.2	4	-6	2	7	93	-1
CCCCC(Sc1nc(N)c(NC(=O)c2ccc(OCC)cc2)c(=O)[nH]1)C(=O)O (configuration not stated)	-6	-0.2	-1.0	2	7	-13	21	84	-2
O=C(O)CCN1C(=O)C(=C2CCCCCC2)SC1=S	-21	-1.1	2.3	-1	-3	-8	6	107	11
Cc1cc(C)c2ccc(Cl)cc2n1	-2	-2.6	-3.2	-8	1	-3	2	100	12
COc1cc(NC(=O)c2ccco2)c(OC)cc1NC(=O)CCC(=O)Nc1cc(C)ccc1C	-21	-1.5	-1.2	7	-4	14	0	105	-10
Cc1ccc(-c2nnc(N3CCOCC3)c3ccccc23)cc1S(=O)(=O)NCC1CCCO1 (configuration not stated)	-32	-2.0	-1.6	-1	-10	-2	16	99	-7
COc1ccc(-c2nc3ccccc3c(=O)n2CCCN2CCOCC2)cc1	-1	-5.7	-2.6	1	2	-11	-9	107	8
CSc1ccccc1NC(=O)c1cc2c(=O)n3ccccc3nc2s1	-12	-1.8	-2.5	1	-8	53	14	99	-2
COC(=O)CCC(=O)c1ccn(S(=O)(=O)c2ccccc2)c1	-11	-2.6	-5.5	0	-3	24	-4	111	-4
O=C(COc1ccc(F)cc1)N1CCC(c2ccccc2)C1 (configuration not stated)	-14	-4.5	-2.6	6	-7	-1	9	109	2
COc1ccc(CNc2cccc3[nH]c(C(F)(F)F)nc23)cc1	-7	-4.8	-3.8	7	-5	-14	-10	101	21
CC1(C)CC(NC(=O)COc2ccc3ccccc3c2)CC(C)(C)N1	9	-5.3	-1.3	1	-10	-1	-12	100	8
C=Cn1nc(C)c2ccccc2c1=O	5	0.9	-1.6	2	6	7	-13	103	-1
CC(C)Nc1nc(-c2cccnc2)nc(-c2ccc(Cl)cc2)c1C#N	-13	-2.1	-2.3	-2	9	-6	-14	99	-6
O=C(CSc1ncn[nH]1)c1ccc2c(c1)OCCO2	-1	0.6	-1.3	-6	-1	-3	6	77*[inhibitor]	0
Cc1ccc(OCC(=O)n2cnnc2N)c(C)c1	-2	-0.8	-5.4	/	-4	12	16	99	-6
COc1cc2nc(COc3ccccc3[N+](=O)[O-])oc(=O)c2cc1OC	-4	-1.5	-2.5	0	-7	-5	-6	94	-7
CCSc1nnc(NC(=O)COc2ccccc2[N+](=O)[O-])s1	1	0.0	-0.4	5	-2	5	5	104	2
CCCNC(=O)Cn1c(=O)/c(=C\c2ccc(-c3ccc([N+](=O)[O-])cc3)o2)s/c1=C\C(=O)C(C)(C)C	-5	1.7	-0.1	-1	-381	9	27	90	10
CCCn1nc(NC(=O)COC)c2cc3cccc(C)c3nc21	-22	1.0	-1.6	3	-2	/	8	96	-7
N#Cc1ccccc1Sc1ccccc1C(=O)Nc1ccc2ccccc2c1	0	-2.0	1.0	1	-18	6	-20	99	-2
CN1CCN(S(=O)(=O)c2ccc(NC(=O)c3ccc(F)cc3Cl)cc2)CC1	-6	-1.6	-0.7	3	0	/	3	100	-2
COc1cc(Cl)nn(-c2ccccc2)c1=O	0	0.7	-2.0	4	-2	0	-6	96	-4
CC(C)(C)Nc1nc(Oc2ccc(=O)[nH]n2)nc(N2CCOCC2)n1	-4	-0.7	-1.7	0	-5	-5	13	75*[inhibitor]	-4
CC(=O)N1CCc2cc(S(=O)(=O)NCCCN3CCCCC3)ccc21	-1	-1.4	-1.1	8	2	44	2	102	-5
CC(O)c1cccc(NC2=CC(=O)CC(C)(C)C2)c1 (configuration not stated)	-2	-0.7	-4.3	5	10	29	5	103	-9
Cc1ccc(OCCCCNC(C)(C)C)c([N+](=O)[O-])c1	14	0.2	-2.2	5	2	-1	-4	104	0
CN1C(=O)C(CC(=O)Nc2ccc(F)cc2)N(Cc2cccs2)C1=S (configuration not stated)	-4	-1.4	2.0	7	5	42	5	101	-4
